ASAP1 inh: blocks human ASAP1-stimulated Arf1 GTP hydrolysis. Q9ULH1. GDP FP detection. inhibition, % at 16.5 µM. 0.19% of 360,000 active. AID 624377; in the data active means inhibition above about 25%;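 further: 0% = vehicle with enzyme and substrate and 100% = no enzyme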
MBD2 DNA inh: blocks human MBD2 binding to methylated DNA; 0.31% of 370,000 active; Q9UBB5; TR-FRET, MBD2 binding to methylated oligonucleotide; inhibition, % at 4.4 µM; in the data active means inhibition above about 13%
ADAM17 inh: inhibitors of human ADAM17; P78536; 0.83% of 370,000 active; inhibition, % at 6.95 µM; AID 720648; recombinant ADAM17, EDANS/DABCYL FRET peptide cleavage;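 active means inhibition above the mean of compounds lying between control limits plus 3 SD, set per campaign, cut at about 8.5% in these data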;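 further: 0% = DMSO-only wells as the low control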
ARFGAP1 inhibitor: inhibitors of rat ARFGAP1; Q62848; Arfgap1-stimulated ARF1 GTP hydrolysis, GDP FP detection; inhibition, % at 16.5 µM; 0.26% of 360,000 active; AID 651572;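 active means inhibition above a per-plate limit, mean inhibition of low control wells plus 3 SD, cut at about 25% in these data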;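 further: 0% = DMSO wells with enzyme and 100% = wells lacking Arfgap1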
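material = rat Arfgap1 catalytic domain, aa 1-136 | also added = human ARF1(Δ1-17)-GTP substrate | compound dosing = one concentration, 16.5 µM, DMSO 1.26% | times = GTP hydrolysis reaction 2 h at 25 °C | measured by = FP, GDP Alexa 633 tracer displaced from anti-GDP antibody, 620/688 nm | evaluation = percent inhibition of Arfgap1-stimulated GTP hydrolysis | replication = single well per compound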
DDE Tn6 FP inh: DD(E)-Tn6 binding inhibition, primary FP screen; Fibrin DD(E) TRITC-Tn6 fluorescence polarization displacement; inhibition, % at 8.3 µM; 0.21% of 370,000 active;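 active means inhibition above a per-campaign cutoff: mean of compounds within control limits plus 3 SD, cut at about 15% in these data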;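 further: 0% = median of all compound wells on the plate and 100% = blocking peptide control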
PLCb3 inh: PLC-beta3 (human) inhibition, primary screen. Purified PLC-beta3, fluorogenic substrate, fluorescence. inhibition, % at 12.2 µM. 0.18% of 370,000 active. AID 720704; in the data active means inhibition above about 11%;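 further: 0% = median of compound wells on plate and 100% = full blocker control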
Target sequence (Q01970 whole entry, looked up): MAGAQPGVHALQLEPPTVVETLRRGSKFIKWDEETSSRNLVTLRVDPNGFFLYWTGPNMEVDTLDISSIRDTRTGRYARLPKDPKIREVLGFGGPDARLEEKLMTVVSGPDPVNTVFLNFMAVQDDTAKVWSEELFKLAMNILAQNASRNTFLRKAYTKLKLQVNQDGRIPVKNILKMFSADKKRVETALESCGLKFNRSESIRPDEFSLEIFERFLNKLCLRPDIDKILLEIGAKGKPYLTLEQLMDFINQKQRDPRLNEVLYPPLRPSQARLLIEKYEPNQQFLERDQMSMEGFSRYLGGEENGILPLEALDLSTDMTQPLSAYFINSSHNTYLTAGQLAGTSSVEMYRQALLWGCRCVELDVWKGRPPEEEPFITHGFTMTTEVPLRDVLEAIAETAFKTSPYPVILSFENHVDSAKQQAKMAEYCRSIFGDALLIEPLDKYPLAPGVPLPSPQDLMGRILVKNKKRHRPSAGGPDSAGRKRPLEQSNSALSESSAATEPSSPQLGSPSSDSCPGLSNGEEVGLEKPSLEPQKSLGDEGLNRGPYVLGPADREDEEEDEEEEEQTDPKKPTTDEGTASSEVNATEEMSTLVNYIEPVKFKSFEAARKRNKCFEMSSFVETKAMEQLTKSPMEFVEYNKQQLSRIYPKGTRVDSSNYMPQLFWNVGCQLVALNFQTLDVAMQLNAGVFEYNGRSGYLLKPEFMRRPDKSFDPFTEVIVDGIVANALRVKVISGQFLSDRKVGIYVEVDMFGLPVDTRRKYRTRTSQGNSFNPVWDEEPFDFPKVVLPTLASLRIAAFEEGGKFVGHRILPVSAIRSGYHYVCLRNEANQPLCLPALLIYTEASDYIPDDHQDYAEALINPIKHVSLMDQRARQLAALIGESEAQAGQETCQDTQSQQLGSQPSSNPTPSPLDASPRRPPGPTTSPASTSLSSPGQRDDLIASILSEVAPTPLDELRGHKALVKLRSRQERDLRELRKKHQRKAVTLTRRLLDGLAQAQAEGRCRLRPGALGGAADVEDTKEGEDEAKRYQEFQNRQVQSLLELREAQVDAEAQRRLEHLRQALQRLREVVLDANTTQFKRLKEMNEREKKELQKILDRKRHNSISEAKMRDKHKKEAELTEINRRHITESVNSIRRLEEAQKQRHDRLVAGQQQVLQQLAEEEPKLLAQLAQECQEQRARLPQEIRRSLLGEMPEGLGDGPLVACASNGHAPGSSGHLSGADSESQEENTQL
UHRF1 binding: human UHRF1 methylated DNA binding inhibitors; UHRF1 binding to methylated oligo, TR-FRET; 0.75% of 370,000 active; inhibition, % at 4.4 µM; AID 687016; in the data active means inhibition above about 21%;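 further: UHRF1 SRA domain binding a hemimethylated CpG hairpin DNA probe; 0% = median of test compound wells and 100% = reference inhibitor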
proKLK7 act: proKLK7 (human) activation, primary screen; activation, % at 7 µM; purified proKLK7, EDANS-DABCYL substrate fluorescence; 100% is mature enzyme control, 0% vehicle; P49862; 0.9% of 370,000 active;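 active means activation above the mean of all tested compounds plus 3 SD, computed per campaign excluding outliers beyond control limits, cut at about 13% in these data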
DDE Tn7 FP inh: inhibitors of Tn7 peptide binding to human fibrin DD(E) | P02675 | FP displacement of FITC-Tn7 peptide from fibrin DD(E); 0% = median of compound wells per plate | inhibition, % at 8.3 µM | 0.13% of 370,000 active;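 active means inhibition above the mean of compounds falling within the control limits plus 3 SD of them, cut at about 14% in these data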;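 further: 0% = plate median of compound wells and 100% = 10 µM Aha-Tn7 peptide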
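Test system – human fibrin DD(E) · Times – 10 min preincubation, 3 h with tracer, room temperature · Detection – fluorescence polarization of the labelled Tn7 tracer · Measure – percent inhibition normalized to high-control wells · Benchmarks – high control wells with 10 µM unlabelled Aha-Tn7 peptide (full inhibition) · Repeats – singlicate testing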
PLCg1 inh: inhibitors of human phospholipase C gamma1. purified PLC-gamma1, fluorogenic substrate, fluorescence. AID 720700. P19174. inhibition, % at 12.2 µM. 0.84% of 370,000 active; in the data active means inhibition above about 9.5%
An asterisk follows results filed as active. The order is random; about 4.1% have a hit in one of these screens.

Cc1ccccc1N(C(=O)CNC(=O)c1ccco1)C(C(=O)NC1CCCCC1)c1cccnc1 (stereo unspecified) was read as ASAP1 inh 3, MBD2 DNA inh -3, ADAM17 inh -2, ARFGAP1 inhibitor -16, DDE Tn6 FP inh 2, PLCb3 inh 3, UHRF1 binding 0, proKLK7 act 0.7, DDE Tn7 FP inh 1 and PLCg1 inh -1.
For CCCCN(C(=O)C(CCSC)N1C(=O)c2ccccc2C1=O)c1c(N)n(CCC)c(=O)[nH]c1=O (stereo unspecified) the results were ASAP1 inh 0, MBD2 DNA inh 0, ADAM17 inh -1, ARFGAP1 inhibitor -10, DDE Tn6 FP inh -2, PLCb3 inh -3, UHRF1 binding 6, proKLK7 act 0.2, DDE Tn7 FP inh -3 and PLCg1 inh -3.
Cc1ccc(S(=O)(=O)NCC(=O)N2CCCC2)cc1 was read as ASAP1 inh -21, MBD2 DNA inh 4, ADAM17 inh -2, ARFGAP1 inhibitor 2, DDE Tn6 FP inh 1, PLCb3 inh -5, UHRF1 binding 2, proKLK7 act -0.6, DDE Tn7 FP inh 8 and PLCg1 inh 2.
Screening Cc1ccc(C(=O)Cn2cc([N+](=O)[O-])nc2C)cc1 returned ASAP1 inh 4, MBD2 DNA inh -6, ADAM17 inh -4, ARFGAP1 inhibitor -5, DDE Tn6 FP inh -5, PLCb3 inh -5, UHRF1 binding 6, proKLK7 act -0.4, DDE Tn7 FP inh 3 and PLCg1 inh 4.
O=C(CC1CCCCC1)NC1CCCC1 was read as ASAP1 inh -4, MBD2 DNA inh -1, ADAM17 inh 1, ARFGAP1 inhibitor 7, DDE Tn6 FP inh 3, PLCb3 inh 4, UHRF1 binding -2, proKLK7 act -0.5, DDE Tn7 FP inh -2 and PLCg1 inh 0.
CCOc1ccc(NC(=O)c2ccc3c(c2)CCN3S(C)(=O)=O)cc1 was read as ASAP1 inh 12, MBD2 DNA inh -1, ADAM17 inh 2, ARFGAP1 inhibitor 2, DDE Tn6 FP inh 6, PLCb3 inh -5, UHRF1 binding 1, proKLK7 act 0.1, DDE Tn7 FP inh -1 and PLCg1 inh 1.
Screening CCOC(=O)c1cc2occc2n1CC(=O)NC1CCC(C)CC1 (stereo unspecified) returned ASAP1 inh -3, MBD2 DNA inh 6, ADAM17 inh -5, ARFGAP1 inhibitor 1, DDE Tn6 FP inh 1, PLCb3 inh -4, UHRF1 binding -3, proKLK7 act -0.5, DDE Tn7 FP inh 6 and PLCg1 inh -3.
COc1ccc(-c2ccc(C(=O)Nc3cccc(N(C)C)c3)c3occc23)c(C)c1 was read as ASAP1 inh -1, MBD2 DNA inh 6, ADAM17 inh -3, ARFGAP1 inhibitor -7, DDE Tn6 FP inh -5, PLCb3 inh -78, UHRF1 binding 2, proKLK7 act -16, DDE Tn7 FP inh -2 and PLCg1 inh -59.
Cc1cccc(NC(=S)N(Cc2cccs2)Cc2cc3cc(C)ccc3[nH]c2=O)c1 was read as ASAP1 inh 2, MBD2 DNA inh -1, ADAM17 inh 3, ARFGAP1 inhibitor 17, DDE Tn6 FP inh -8, PLCb3 inh 2, UHRF1 binding 0, proKLK7 act 0.7, DDE Tn7 FP inh -6 and PLCg1 inh 1.
Screening CCOc1ccc(NC(=S)Nc2ccccc2C2(C)CC2)cc1 returned ASAP1 inh 1, MBD2 DNA inh -2, ADAM17 inh 0, ARFGAP1 inhibitor 2, DDE Tn6 FP inh 10, PLCb3 inh -5, UHRF1 binding 1, proKLK7 act -0.6, DDE Tn7 FP inh 0 and PLCg1 inh 0.
Screening CC(C)c1ccc(/C=C2\NC(=O)NC2=O)cc1 returned ASAP1 inh -7, MBD2 DNA inh -1, ADAM17 inh 1, ARFGAP1 inhibitor 2, DDE Tn6 FP inh 6, PLCb3 inh -4, UHRF1 binding 0, proKLK7 act -0.5, DDE Tn7 FP inh 1 and PLCg1 inh 1.
Cc1cc(Cl)c2oc(C(=O)NC(C)c3ccncn3)c(C)c2c1 (stereo unspecified) was read as ASAP1 inh -4, MBD2 DNA inh -3, ADAM17 inh 5, ARFGAP1 inhibitor -5, DDE Tn6 FP inh 3, PLCb3 inh 6, UHRF1 binding 1, proKLK7 act 0.1, DDE Tn7 FP inh -5 and PLCg1 inh 3.
`COc1ccc(NC(=O)CSc2ncc(-c3ccc(F)cc3)n2Cc2ccco2)cc1` gave ASAP1 inh -6, MBD2 DNA inh -1, ADAM17 inh -2, ARFGAP1 inhibitor -1, DDE Tn6 FP inh -4, PLCb3 inh 3, UHRF1 binding -2, proKLK7 act 0.4, DDE Tn7 FP inh -2 and PLCg1 inh 2.
For COCCN(C(=O)CCc1nnc(Cc2c[nH]c3ccccc23)o1)C(C)C the results were ASAP1 inh 5, MBD2 DNA inh 8, ADAM17 inh -4, ARFGAP1 inhibitor 11, DDE Tn6 FP inh -5, PLCb3 inh -3, UHRF1 binding 4, proKLK7 act 0.1, DDE Tn7 FP inh -1 and PLCg1 inh -3.
`O=S(=O)(N1CCCCC1)N1CCN(c2ccccc2F)CC1` gave ASAP1 inh -3, MBD2 DNA inh 5, ADAM17 inh 1, ARFGAP1 inhibitor -1, DDE Tn6 FP inh -2, PLCb3 inh 1, UHRF1 binding -4, proKLK7 act -0.2, DDE Tn7 FP inh -6 and PLCg1 inh 2.
Screening Cc1nnc(SCC(=O)N2CCc3ccccc3C2)n1-c1ccccc1 returned ASAP1 inh 6, MBD2 DNA inh -4, ADAM17 inh -6, ARFGAP1 inhibitor -1, DDE Tn6 FP inh 6, PLCb3 inh 2, UHRF1 binding -2, proKLK7 act 0.1, DDE Tn7 FP inh 4 and PLCg1 inh 1.
CN(C(=O)Cn1cc(C(F)(F)F)cc(Cl)c1=O)C1CCS(=O)(=O)C1 (stereo unspecified) was read as ASAP1 inh 0, MBD2 DNA inh -4, ADAM17 inh -4, ARFGAP1 inhibitor 10, DDE Tn6 FP inh 5, PLCb3 inh 4, UHRF1 binding 2, proKLK7 act 0.6, DDE Tn7 FP inh 0 and PLCg1 inh 6.
For CCOc1cc(/C=N/n2c(C)nc3sc(C)c(C)c3c2=O)ccc1O the results were ASAP1 inh -4, MBD2 DNA inh 2, ADAM17 inh 0, ARFGAP1 inhibitor 6, DDE Tn6 FP inh -4, PLCb3 inh -6, UHRF1 binding -1, proKLK7 act -0.3, DDE Tn7 FP inh 1 and PLCg1 inh 0.
Screening CSCCC(NC(=O)c1cccc(C)c1)C(=O)O (stereo unspecified) returned ASAP1 inh -2, MBD2 DNA inh 0, ADAM17 inh -4, ARFGAP1 inhibitor -5, DDE Tn6 FP inh 1, PLCb3 inh 0, UHRF1 binding 0, proKLK7 act -0.3, DDE Tn7 FP inh -1 and PLCg1 inh 1.
`NC(=O)Nc1cc(Cl)ccc1Cl` gave ASAP1 inh 4, MBD2 DNA inh 3, ADAM17 inh -2, ARFGAP1 inhibitor -2, DDE Tn6 FP inh -2, PLCb3 inh -4, UHRF1 binding 1, proKLK7 act -0.6, DDE Tn7 FP inh -2 and PLCg1 inh 5.
`O=[N+]([O-])c1ccccc1/C=N/N1CCN(c2ccncc2S(=O)(=O)N2CCCCC2)CC1` gave ASAP1 inh 3, MBD2 DNA inh 3, ADAM17 inh 5, ARFGAP1 inhibitor 6, DDE Tn6 FP inh -9, PLCb3 inh 3, UHRF1 binding 0, proKLK7 act 0.0, DDE Tn7 FP inh 3 and PLCg1 inh 8.
For Nc1[nH]c(C(=O)c2ccccc2)c(-c2ccc(Cl)cc2Cl)c1C(=O)NCCc1c[nH]c2ccccc12 the results were ASAP1 inh 4, MBD2 DNA inh 1, ADAM17 inh 7, ARFGAP1 inhibitor 16, DDE Tn6 FP inh -4, PLCb3 inh -37, UHRF1 binding -3, proKLK7 act -2.8, DDE Tn7 FP inh 8 and PLCg1 inh -30.
Screening CC(C)C(=O)NC(NC(=S)NC1CCS(=O)(=O)C1)C(Cl)(Cl)Cl (stereo unspecified) returned ASAP1 inh -6, MBD2 DNA inh -3, ADAM17 inh 0, ARFGAP1 inhibitor 7, DDE Tn6 FP inh -7, PLCb3 inh 5, UHRF1 binding -1, proKLK7 act 0.5, DDE Tn7 FP inh 3 and PLCg1 inh 3.
COc1cc(NC(=O)c2cc(Cl)ccc2Cl)ccc1-c1cc2ccccc2oc1=O was read as ASAP1 inh -17, MBD2 DNA inh -4, ADAM17 inh -6, ARFGAP1 inhibitor 11, DDE Tn6 FP inh -4, PLCb3 inh -132, UHRF1 binding -4, proKLK7 act -1.3, DDE Tn7 FP inh -10 and PLCg1 inh -99.
For CCOC(=O)Cn1c(=NC(=O)CSC(C)=O)sc2ccccc21 the results were ASAP1 inh 12, MBD2 DNA inh 4, ADAM17 inh -1, ARFGAP1 inhibitor -18, DDE Tn6 FP inh -1, PLCb3 inh 0, UHRF1 binding -1, proKLK7 act 0.4, DDE Tn7 FP inh 9 and PLCg1 inh -1.
Screening Cc1ccc(C(=O)N/N=C\C=C\c2ccccc2[N+](=O)[O-])cn1 returned ASAP1 inh -16, MBD2 DNA inh -4, ADAM17 inh 4, ARFGAP1 inhibitor 5, DDE Tn6 FP inh -6, PLCb3 inh 5, UHRF1 binding 0, proKLK7 act 0.1, DDE Tn7 FP inh 7 and PLCg1 inh 5.
O=C(CSc1ncccn1)NN=C1CCCCCCC1 was read as ASAP1 inh 3, MBD2 DNA inh 4, ADAM17 inh -5, ARFGAP1 inhibitor -4, DDE Tn6 FP inh 1, PLCb3 inh -1, UHRF1 binding 2, proKLK7 act -0.7, DDE Tn7 FP inh 0 and PLCg1 inh -3.
COc1ccccc1NS(=O)(=O)c1ccc(C(=O)N2CCCCCC2)cc1 was read as ASAP1 inh 1, MBD2 DNA inh -3, ADAM17 inh -3, ARFGAP1 inhibitor 9, DDE Tn6 FP inh 4, PLCb3 inh 2, UHRF1 binding -1, proKLK7 act -0.2, DDE Tn7 FP inh -1 and PLCg1 inh 1.
Screening Cc1cc(C(=O)N2CCN(c3ccc(C(F)(F)F)cn3)CC2)c(C)o1 returned ASAP1 inh 7, MBD2 DNA inh -1, ADAM17 inh -7, ARFGAP1 inhibitor -4, DDE Tn6 FP inh 1, PLCb3 inh -7, UHRF1 binding -2, proKLK7 act 0.3, DDE Tn7 FP inh -8 and PLCg1 inh -3.
For CCCNC(=O)C1(C)CCCN(CC(=O)c2ccccc2OC)C1 (stereo unspecified) the results were ASAP1 inh -5, MBD2 DNA inh 3, ADAM17 inh -9, ARFGAP1 inhibitor -10, DDE Tn6 FP inh 5, PLCb3 inh -3, UHRF1 binding 1, proKLK7 act -0.2, DDE Tn7 FP inh 7 and PLCg1 inh -4.

2 compounds picked at random from those above:
`O=[N+]([O-])c1ccccc1/C=N/N1CCN(c2ccncc2S(=O)(=O)N2CCCCC2)CC1` gave ASAP1 inh 3, MBD2 DNA inh 3, ADAM17 inh 5, ARFGAP1 inhibitor 6, DDE Tn6 FP inh -9, PLCb3 inh 3, UHRF1 binding 0, proKLK7 act 0.0, DDE Tn7 FP inh 3 and PLCg1 inh 8.
COc1ccccc1NS(=O)(=O)c1ccc(C(=O)N2CCCCCC2)cc1 was read as ASAP1 inh 1, MBD2 DNA inh -3, ADAM17 inh -3, ARFGAP1 inhibitor 9, DDE Tn6 FP inh 4, PLCb3 inh 2, UHRF1 binding -1, proKLK7 act -0.2, DDE Tn7 FP inh -1 and PLCg1 inh 1.

Assay outcomes (PubChem BioAssay)
